Screening results (PubChem)
Tau fil binding = binds recombinant human tau filaments; P10636; recombinant tau filaments, thioflavin S fluorescence, 15 h; filaments grown with octadecylsulfate alongside compound; Potency, µM (series often up to 57.1 µM), for inactives: at the highest dose activity change, negative = inhibition; 71,000 tested, 2% active; AID 596;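 note: potency is the fitted concentration of half-maximal effect; % is set by controls: 0 for no effect and ±100 for the full control effect; actives lower thioflavin S fluorescence by blocking filaments or displacing dye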
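Quantitative HTS: thioflavine S signal from ODS-induced tau filaments, excited at 450 nm, emission 510 nm. Conditions: 1 uM tau, 30 uM ODS, 15 h at 37 C, pH 7.4.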
BRCT PPI green = blocks human BRCA1 BRCT binding to phosphopeptide, green readout. P38398. BRCA1 BRCT-phosphopeptide binding, green fluorescence polarization. Potency, µM (titrated, usually from 76.9 µM), inactives show at the highest dose activity change, negative = inhibition, most hits filed as inhibitors. 75,000 tested, 0.05% active. AID 875;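 note: potency is the fitted concentration of half-maximal effect; plate controls were peptide without protein for full effect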
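Compounds were incubated for 12 min at room temperature with a complex of 100 nM fluorescein-tagged pBACH1 decapeptide and 250 nM His-tagged BRCT protein. Buffer was phosphate pH 7.3 with EDTA, DTT and Tween 20. Disruption of binding lowers the polarization signal.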
Rhodamine fluor = compound fluoresces in the rhodamine spectral region. AID 594. Rhodamine-region fluorescence, 547/598 nm, Tris buffer; hits give high values. 59,000 tested, 0.05% active. max dye-equivalent concentration, M; in the data active = max dye-equivalent concentration above about 11 nM; inconclusive = between about 1.1 nM and that limit
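Intensities are converted to rhodamine-equivalent concentration using a six-point rhodamine standard on each plate. Compounds sit 15 min at room temperature in 100 mM Tris buffer, pH 8.0; read uses the 547/598 nm excitation/emission pair.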
DNA Pol III inh = inhibitors of bacterial DNA polymerase III holoenzyme | reconstituted DNA polymerase III holoenzyme replication, biochemical | Potency, µM (titrated, usually from 57.1 µM), inactives show at the highest dose activity change, negative = inhibition | 71,000 tested, 0.25% active | AID 603; note: potency is the fitted concentration of half-maximal effect; % is set by controls: 0 for no effect and ±100 for the full control effect
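Reconstituted *E. coli* holoenzyme (0.35 nM Pol III, 1 nM beta, 154 nM SSB, 2 nM primase) was preincubated with compound for 15 min at RT. Synthesis on 1.4 nM ssM13Gori ran 35 min, then was stopped with PicoGreen/EDTA and read as dsDNA fluorescence.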
ALOX15 inhib = inhibitors of human 15-lipoxygenase (ALOX15); P16050; purified 15hLO-1, xylenol orange hydroperoxide absorbance; Potency, µM (series often up to 57.1 µM), inactives show at the highest dose activity change, negative = inhibition, hits mostly inhibitors; 74,000 tested, 1.4% active; AID 887; note: potency is the fitted concentration of half-maximal effect; % is set by controls: 0 for no effect and ±100 for the full control effect; nearly all actives have a fitted effect of over 55% in size
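Inhibition is scored from a chromogenic endpoint. After 15 min enzyme-compound contact, arachidonic acid (50 uM final) reacts 6 min with 40 nM 15hLO-1 at room temperature, then Fe-XO reagent is added for 30 min and absorbance ratio recorded.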
USP2a inh = inhibitors of human ubiquitin-specific protease USP2a; USP2a enzymatic assay, qHTS inhibition; O75604; 60,000 tested, 0.1% active; Potency, µM (highest dose often 38.3 µM), for the others: top-dose activity change, negative = inhibition, most hits filed as inhibitors; AID 927;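 note: potency is the fitted concentration of half-maximal effect; nearly all actives have a fitted effect of over 60% in size; plate controls were DMSO for no effect and NEM full inhibition control for full effect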
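Coupled readout: USP2-cleaved Ub-PLA2 (20nM final) turns over NBD C6-HPC (20uM final), Ex 460nm/Em 535nm after 2.5 h, time-zero read flagging artifacts. Enzyme (20nM final, pH 8.0 Tris) given 30 min RT with compound first; NEM defines full inhibition.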
Casp7 inh = caspase-7 (human) inhibition, allosteric or competitive. P55210. recombinant caspase-7, Ac-DEVD-AFC fluorescence rate. Potency, µM (highest dose often 57.5 µM), for inactives: top-dose activity change, negative = inhibition, hits mostly inhibitors. 75,000 tested, 0.02% active. AID 889; active = well fitted inhibition curve with a large enough effect in the main read-out, with a control signal flat, not every such curve was filed as active; inconclusive = small, poorly fitted or top-dose-only effect, or a change in a side signal; note: potency is the fitted concentration of half-maximal effect; % of control where 0% means no effect
Target sequence (P55210 24-198 limits assumed): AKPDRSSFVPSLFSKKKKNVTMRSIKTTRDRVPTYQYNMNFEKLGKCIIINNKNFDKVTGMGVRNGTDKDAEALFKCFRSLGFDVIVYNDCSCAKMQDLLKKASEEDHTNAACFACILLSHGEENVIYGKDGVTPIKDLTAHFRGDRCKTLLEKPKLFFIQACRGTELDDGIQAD
Target sequence (P55210 207-303 limits assumed): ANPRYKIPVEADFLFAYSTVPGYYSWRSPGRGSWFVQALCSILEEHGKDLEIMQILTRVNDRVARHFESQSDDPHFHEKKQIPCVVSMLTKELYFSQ
BRCT PPI red = BRCT-phosphoprotein interaction inhibition (red fluorophore); P38398; AID 892; BRCT-phosphopeptide binding, red fluorescence polarization; 75,000 tested, 0.03% active; Potency, µM (series often up to 76.9 µM), for inactives: top-dose activity change, negative = inhibition, usual class: inhibitors; note: % is set by controls: 0 for no effect and ±100 for the full control effect
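Fluorescence polarization: 100 nM His-tagged BRCA1 BRCT with 100 nM TAMRA-labelled phospho-BACH1 decapeptide, phosphate buffer pH 7.3 with 150 mM NaCl, DTT, 0.01% Tween 20; 12 min RT. Binding inhibition seen as FP decrease.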
HADH2 inh = blocks human hydroxyacyl-CoA dehydrogenase type II; recombinant HADH2, NADH fluorescence, beta-hydroxybutyryl-CoA; Q99714; Potency, µM (highest dose often 57.1 µM), for the others: at the top dose activity change, negative = inhibition, actives largely listed as inhibitors; AID 886; 73,000 tested, 3.4% active; note: potency is the fitted concentration of half-maximal effect; % is set by controls: 0 for no effect and ±100 for the full control effect; nearly all actives have a fitted effect of over 60% in size; many of its hits are not listed in these tables
Target sequence (Q99714 whole entry, looked up, one chain of several): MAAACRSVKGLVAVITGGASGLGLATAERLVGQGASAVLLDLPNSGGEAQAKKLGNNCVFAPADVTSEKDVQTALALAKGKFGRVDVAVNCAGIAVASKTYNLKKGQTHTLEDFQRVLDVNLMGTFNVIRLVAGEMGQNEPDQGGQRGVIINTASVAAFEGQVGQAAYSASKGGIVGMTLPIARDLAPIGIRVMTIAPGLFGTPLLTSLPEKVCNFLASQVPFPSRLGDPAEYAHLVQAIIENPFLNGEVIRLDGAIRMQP
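E. coli-expressed His-tagged HADH2 tested at 20 nM in alkaline Tris buffer (pH 9.0); oxidation of 90 uM beta-hydroxybutyryl-CoA with 1 mM NAD+ tracked fluorimetrically for 4 min.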
HEK293 cAMP cs = parental HEK293 cAMP activation (counter-screen) | parental HEK293 CNG cAMP sensor, membrane potential fluorescence | Potency, µM (series often up to 57.1 µM), for inactives: at the highest dose activation, actives largely listed as activators | 73,000 tested, 2.5% active; note: potency is the fitted concentration of half-maximal effect; % of control where 0% means no effect; nearly all actives have a fitted effect of over 55% in size
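Parental HEK 293 cells stably expressing a cAMP-gated CNG channel were loaded with membrane potential dye containing 100 uM RO 20-1724 for 60 min. Compound added for 30 min; depolarization read as fluorescence intensity at 590 nm.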
Caspase-1 inhib = blocks human caspase-1 allosterically or competitively | Potency, µM (highest dose often 57.5 µM), inactives show at the top dose activity change, negative = inhibition, most hits filed as inhibitors | P29466 | AID 900 | Caspase-1 enzyme, Ac-WEHD-AFC fluorogenic rate | 75,000 tested, 0.03% active;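 note: potency is the fitted concentration of half-maximal effect; plate controls were vehicle for no effect and no substrate for full effect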
Target sequence (P29466 120-297 limits assumed): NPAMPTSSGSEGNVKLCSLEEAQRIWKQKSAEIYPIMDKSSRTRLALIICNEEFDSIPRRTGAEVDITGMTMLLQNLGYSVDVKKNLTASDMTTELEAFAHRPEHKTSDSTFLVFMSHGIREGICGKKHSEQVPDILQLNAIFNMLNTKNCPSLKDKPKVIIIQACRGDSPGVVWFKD
Target sequence (P29466 317-404 limits assumed): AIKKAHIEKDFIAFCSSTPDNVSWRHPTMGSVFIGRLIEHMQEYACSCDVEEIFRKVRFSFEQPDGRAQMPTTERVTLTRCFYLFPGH
An asterisk follows results filed as active; i = inactive; ? = inconclusive; / = not tested or not shown; [ ] = another dose, or the depositor's remark. Unless noted, calls come from the whole dose curve; as a rule, active = well fitted curve in the direction sought with a large enough effect; inconclusive = small, poorly fitted or top-dose-only effect, or another doubt; inactive = no such curve, though single readings can be large; an effect the other way counts as inactive or inconclusive. Not all compounds are listed (hit frequency here may not be typical).

SMILES	Tau fil binding	BRCT PPI green	Rhodamine fluor	DNA Pol III inh	ALOX15 inhib	USP2a inh	Casp7 inh	BRCT PPI red	HADH2 inh	HEK293 cAMP cs	Caspase-1 inhib
CCN1CCN(C(=O)N[C@H](C(=O)N[C@@H]2C(=O)N3[C@@H]2SC(C)(C)[C@@H]3C(=O)O)c2ccccc2)C(=O)C1=O	-8%[25.6 µM]	-1.4%[34.4 µM]	i	-4%[25.6 µM]	3%[25.6 µM]	-4%[17.1 µM]	-1%[25.7 µM]	-0.1%[34.4 µM]	-10%[25.6 µM]	0%[25.6 µM]	-1%[25.7 µM]
CC1=C(C(=O)OC(C)C)C(c2cccs2)n2ncnc2N1 (stereo not drawn)	-23%	-0.2%	/	-5%	-3%	/	0%	-0.4%	-13%	7%	0%
COc1ccc(C2C(C(C)=O)=C(O)C(=O)N2CCO)c(OC)c1 (stereo not drawn)	-2%	-2.6%	i	-8%	6%	-6%	1%	1.8%	-14%	14%	-3%
CCCCS(=O)CC(CS(=O)CCCC)OC(=O)c1ccc(C)cc1 (stereo not drawn)	5%	-2.7%	/	-5%	-3%	-6%	1%	0.2%	10%	2%	-2%
COc1ccc(NC(=O)CN(c2ccc(C)cc2)S(C)(=O)=O)c(OC)c1	-24%	-4.2%	/	-4%	8%	4%	0%	-0.6%	-3%	3%	-2%
COc1cc(OC)c(C(=O)COc2ncnc3ccccc23)c(OC)c1	1%	0.8%	i	0%	8%	0%	0%	-1.9%	-6%	-5%	0%
COC(=O)C/C=C\[C@@H](C)[C@@H](/C=N\O[C@@H](C)CN1CCCCc2nc(C)c(C)cc21)NS(=O)(=O)c1ccc(C)cc1	/	0.9%[15.4 µM]	/	/	18%[11.4 µM]	/	0%[11.5 µM]	1.0%[15.4 µM]	0%[11.4 µM]	?	0%[11.5 µM]
Cc1ccc(NC(=O)c2ccc(NS(=O)(=O)c3c(C)noc3C)cc2)cc1C	6%	-0.1%	i	-7%	-6%	7%	3%	-0.2%	-11%	-8%	1%
COc1ccc(S(=O)(=O)Cc2ccc(C(=O)N3CCN(C(=O)c4ccco4)CC3)o2)cc1	2%	0.3%	/	3%	3%	/	-3%	0.4%	8%	-4%	1%
CC(=O)c1nccs1	-2%	0.8%	/	2%	0%	/	-1%	-1.0%	1%	4%	3%
CCCc1cc(C(N)=O)c(NC(=O)C2CCCO2)s1 (stereo not drawn)	25%	3.9%	i	-5%	25µM*	32%[activator]	-8%	-3.2%	4µM*	?	-6%
CC1=CCC2(CO)COC(c3ccccc3O)C1C2 (stereo not drawn)	-2%	-0.1%	/	-3%	-6%	0%	1%	0.0%	-1%	?	-2%
COC(=O)CSc1nnc(CNC(=O)c2ccccc2OC)n1-c1ccc(OC)cc1	-3%	0.1%	i	0%	10%	4%	-1%	-3.1%	9%	1%	-1%
CCNc1nc(N)nc(Oc2ccc(OCCOc3ccccc3)nn2)n1	-2%	0.2%	i	-6%	4%	4%	5%	-1.6%	2%	1%	-2%
CCOC(=O)CC(Nc1nc(N2CCOCC2)nc(N2CCOCC2)n1)c1ccccc1Cl (stereo not drawn)	-2%	-0.3%	i	2%	-2%	23%	1%	-0.1%	1%	?	-1%
COc1ccc(NC(=O)NS(=O)(=O)c2ccc(C)cc2)c(OC)c1	?	2.0%	i	-1%	2%	-5%	3%	-0.4%	8%	-1%	-2%
Cc1ccc(C(C(=O)NC(C)(C)C)N(CC2CCCO2)C(=O)Cn2nnc(-c3ccc(C)o3)n2)cc1 (stereo not drawn)	-3%	-2.5%	i	-3%	-2%	29%	-2%	0.0%	10%	25µM*	-4%
COc1ccc(-n2c(C)nc3c(cnn3-c3ccc(Cl)cc3)c2=O)cc1	34%	0.3%	i	-3%	-7%	17%	-3%	-0.9%	7%	?	-2%
Cc1ccc(C(C(=O)NCc2ccco2)N(C(=O)Cn2nnc3ccccc32)c2ccccc2)o1 (stereo not drawn)	1%	-1.8%	i	1%	-1%	19%	-6%	-0.8%	-14%	21%	-2%
CCN1CCN(S(=O)(=O)c2cc(OC)ccc2OC)CC1	-4%	1.0%	i	-2%	8%	0%	8%	0.1%	10%	6%	2%
CCOC(=O)C1CCCN(C(=O)Cc2c(F)cccc2Cl)C1 (stereo not drawn)	10%	-2.5%	i	-4%	8%	1%	0%	-0.8%	-1%	19%	1%
COc1cc(COc2cc(N)c(Cl)cc2C(=O)CCC2CCN(CCNS(C)(=O)=O)CC2)cc(OC)c1	101%	18%	/	-6%	-24%[25.6 µM]	/	-7%	-1.1%	5%	-17%	-5%
COc1ccccc1C(=O)OCn1nnc2ccccc2c1=O	?	-0.8%	/	-3%	20%	/	-6%	0.4%	1%	6%	-4%
Cc1cc(C)c(-c2cc([C@H](C)O/N=C3/[C@H]4OC4[C@@H](O)[C@H]4[C@H]3CCn3c(=O)n(-c5ccccc5)c(=O)n34)on2)c(C)c1 (stereo partly drawn)	/	-3.6%[15.4 µM]	/	/	1%[11.4 µM]	/	-5%[11.5 µM]	-1.1%[15.4 µM]	7%[11.4 µM]	16%[11.4 µM]	-8%[11.5 µM]
COC(=O)c1ccc(NC(=O)CSc2nnc(Cc3cccn3C)n2-c2ccc(F)cc2)cc1	90%	0.7%	/	0%	?	/	-5%	-0.1%	-16%	-3%	-3%
COc1ccc(C2=Nn3c(nnc3-c3ccc(OC)cc3)SC2)cc1	54%	0.4%	i	-1%	-20%	28%	-2%	-1.3%	-3%	?	-2%
CC(C)COc1ccc(C(=O)N(Cc2ccco2)C2CCS(=O)(=O)C2)cc1 (stereo not drawn)	-6%	-0.7%	i	-9%	0%	11%	-2%	0.8%	-2%	18%	-5%
NC(=O)c1ccccc1-c1nc(-n2ccnc2)c2ccccc2n1	-7%	-1.5%	i	-8%	17%	3%	-3%	0.4%	-30%	8%	0%
O=C(Oc1ccccc1C(=O)N1CCOCC1)c1cccc(Br)c1	-10%	-1.1%	i	-5%	1%	-1%	-2%	0.5%	3%	8%	0%
CCC(C)C1C(C#N)=C(N)Oc2n[nH]c(-c3ccccc3)c21 (stereo not drawn)	30%	0.6%	/	-4%	-6%	/	2%	-0.6%	-2%	25µM*	-2%
CCOC(=O)C1CCN(C(=O)c2ccco2)CC1	-6%	0.7%	i	48%	13%	-12%	1%[0.00368 µM]	0.7%	-9%	2%	0%
COC(=O)c1ccc(C)c(NC(=O)c2c(-c3ccccc3)noc2C)c1	14%	-0.2%	i	-3%	-5%	-4%	0%	-0.9%	4%	25%	4%
O=C(Cn1ncc2c1-c1ccccc1OC2)N1CCN(Cc2ccc3c(c2)OCO3)CC1	14%	1.0%	/	3%	6%	/	-5%	-1.8%	9%	3%	1%
COc1ccc(-c2cc(C(=O)Nc3c(C)nn(Cc4ccccc4)c3C)no2)cc1	7%	-0.8%	i	-5%	-15%	10%	1%	-1.3%	12%	8%	-2%
Cc1c(C(=O)Nc2cccc(C(F)(F)F)c2)oc2ccc(S(=O)(=O)N3CCOCC3)cc12	43%	-1.4%	i	-8%	-22%	56%[activator]	-2%	0.9%	15%	19%	-3%
CCOc1ccc(C2CC(=O)NC3=C2C(=O)CCC3)cc1 (stereo not drawn)	-9%	-0.1%	i	-7%	-10%	-4%	0%	-0.2%	-5%	6%	-1%
CN(C)Cc1c[nH]c2nc[nH]c(=O)c12	5%[11.4 µM]	-0.1%[15.4 µM]	i	-10%[11.4 µM]	5%[11.4 µM]	/	0%[11.5 µM]	0.5%[15.4 µM]	3%[11.4 µM]	-3%[11.4 µM]	-1%[11.5 µM]
O=C(Cn1c(=O)oc2cc(S(=O)(=O)N3CCCC3)ccc21)NCc1ccccn1	2%	-2.1%	/	-6%	15%	/	-4%	-0.4%	5%	-1%	-3%
CN1CCN(C(=O)c2ccccc2-c2nc(-c3ccc(Cl)cc3)no2)CC1	4%	0.3%	i	-10%	-4%	20%	2%	-1.3%	11%	25%	-3%
C=C(C)C1Cc2c(ccc(C(=O)O)c2O)O1 (stereo not drawn)	/	0.7%	/	/	-8%	-12%	0%	0.5%	/	/	1%
CCCCCn1c(SCc2ccncc2)nc2cc(C(=O)NCc3ccco3)ccc2c1=O	143%	3.1%	i	-9%	-15%	26%	-2%	-0.8%	-21%	12%	-2%
